Compound activity deposited in PubChem BioAssay by several laboratories.
Rin1 Abl inh – blocks binding of human Rin1 to Abl; P00519+Q13671; hit rate 0.4% among 360,000; inhibition, % at 7.35 µM; TR-FRET Rin1/Abl binding, biochemical; in the data active = inhibition above about 5%, passing the limit was not always enough
LMPTP block – LMPTP (human) inhibition; P24666; recombinant LMPTP-A, OMFP fluorogenic substrate, fluorescence intensity; inhibition, % at 20 µM; hit rate 0.22% among 360,000;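 active = compounds that cut the enzyme signal by at least half of the control window in the single-dose screen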;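 also: plate controls were DMSO wells with enzyme plus substrate for no effect and substrate without enzyme for full effect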
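Assay system: LMPTP-A phosphatase enzyme | Input: 0.625 nM enzyme | Also added: Fluorogenic phosphatase substrate OMFP at 400 µM final | Compound dosing: One test concentration per compound, 20 µM, with 3% DMSO overall | Schedule: 50 min enzyme reaction at room temperature, protected from light | Signal: Fluorescence intensity | Benchmarks: no-enzyme and uninhibited controls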
STEP block – STEP (human) phosphatase inhibition; inhibition, % at 20 µM; hit rate 0.25% among 360,000; recombinant STEP, OMFP fluorogenic substrate, fluorescence; AID 588621;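 active = inhibition at 20 µM, scaled per plate between control wells, above about 37%, limit read from the data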;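 also: 0% = DMSO with enzyme and substrate and 100% = substrate only without enzyme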
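Material: STEP (striatal-enriched tyrosine phosphatase) enzyme, cell-free; Compound dosing: 20 µM single dose in 1% DMSO; Technique: fluorescence read at 480 nm ex / 540 nm em; Times: reaction 20 min, ambient temperature; Medium: 50 mM Bis-Tris pH 6.0 with 2.5 mM DTT and 0.005% Tween 20; Also added: OMFP at 25 µM.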
Rpn11 block – Rpn11 (human) deubiquitinase inhibition | hit rate 0.59% among 360,000 | AID 588493 | calls only at 20 µM | O00487 | human 26S proteasome, Ub4-pepOG fluorescence polarization; 20S core pre-blocked with epoxomicin;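 active = inhibition at 20 µM, scaled to each plate's controls, above about 33%, limit read from the data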
SUMO1 PPI mod – alters human SUMO1 binding to SIM partners. SUMO1 binding to a labelled peptide, TR-FRET, 1 h. P63165. hit rate 0.33% among 360,000. AID 602429. inhibition, % at 20 µM; in the data active = inhibition above about 37%
Scp1 inh – inhibitors of human Scp-1 phosphatase | Q9GZU7 | Recombinant Scp1, phosphopeptide, malachite green phosphate absorbance | inhibition, % at 20 µM | hit rate 0.88% among 340,000 | AID 493091;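 active = inhibition above about 50% at 20 µM, limit read from the data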;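 also: plate controls were DMSO wells with enzyme for no effect and wells lacking enzyme for full effect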
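Test system: SCP-1 phosphatase catalytic domain, residues 76-261 | Compound dosing: One concentration, 20 µM, with 1.0% DMSO | Schedule: 45 min room-temperature reaction, 5 min colour, 30 min stabiliser | Detection: Absorbance at 630 nm | Read-out basis: % inhibition of SCP-1 phosphate liberation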
CSN deneddyl inh – inhibitors of human CSN-mediated cullin deneddylation; Q92905; AID 651999; inhibition, % at 12.5 µM; Purified CSN, SCF-Nedd8-OG deneddylation, fluorescence polarization; hit rate 0.38% among 360,000;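 active = pattern-corrected inhibition above about 35%, with an unprinted fluorescence ratio check between 0.5 and 1.5, limit read from the data, passing the limit was not always enough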;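 also: 0% = enzyme with substrate and 100% = substrate without enzyme; some results filed as inactive read as strong as hits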
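Assay system: purified human Csn5 enzyme expressed in HEK293T cells; measure: % inhibition; also added: SCFSkp2-Nedd8OG substrate at 10 nM final; technique: fluorescence polarization; times: reaction 90 min, room temperature; medium: Tris buffer pH 7.5, NaCl, DTT, Tween-20, trehalose, ovalbumin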
NadD inh – blocks S. aureus nicotinate mononucleotide adenylyltransferase | inhibition, % at 20 µM | purified NadD enzyme, colorimetric absorbance read-out | hit rate 0.78% among 360,000; in the data active = inhibition above about 26%; also: some compounds past the cut are filed as inactive
Neddyl block – blocks human cullin neddylation. calls only at 25 µM. AID 651699. hit rate 0.58% among 360,000. TR-FRET cullin neddylation, biochemical; in the data active = inhibition above about 36%
DNMT1 block – inhibitors of human DNMT1; AID 588458; inhibition (reported as % activation of signal), % at 10 µM; DNMT1 molecular beacon, Hinp1I cleavage, fluorescence; hit rate 0.83% among 360,000; in the data active = inhibition above about 50%
Target sequence (P26358 504-1616 limits assumed): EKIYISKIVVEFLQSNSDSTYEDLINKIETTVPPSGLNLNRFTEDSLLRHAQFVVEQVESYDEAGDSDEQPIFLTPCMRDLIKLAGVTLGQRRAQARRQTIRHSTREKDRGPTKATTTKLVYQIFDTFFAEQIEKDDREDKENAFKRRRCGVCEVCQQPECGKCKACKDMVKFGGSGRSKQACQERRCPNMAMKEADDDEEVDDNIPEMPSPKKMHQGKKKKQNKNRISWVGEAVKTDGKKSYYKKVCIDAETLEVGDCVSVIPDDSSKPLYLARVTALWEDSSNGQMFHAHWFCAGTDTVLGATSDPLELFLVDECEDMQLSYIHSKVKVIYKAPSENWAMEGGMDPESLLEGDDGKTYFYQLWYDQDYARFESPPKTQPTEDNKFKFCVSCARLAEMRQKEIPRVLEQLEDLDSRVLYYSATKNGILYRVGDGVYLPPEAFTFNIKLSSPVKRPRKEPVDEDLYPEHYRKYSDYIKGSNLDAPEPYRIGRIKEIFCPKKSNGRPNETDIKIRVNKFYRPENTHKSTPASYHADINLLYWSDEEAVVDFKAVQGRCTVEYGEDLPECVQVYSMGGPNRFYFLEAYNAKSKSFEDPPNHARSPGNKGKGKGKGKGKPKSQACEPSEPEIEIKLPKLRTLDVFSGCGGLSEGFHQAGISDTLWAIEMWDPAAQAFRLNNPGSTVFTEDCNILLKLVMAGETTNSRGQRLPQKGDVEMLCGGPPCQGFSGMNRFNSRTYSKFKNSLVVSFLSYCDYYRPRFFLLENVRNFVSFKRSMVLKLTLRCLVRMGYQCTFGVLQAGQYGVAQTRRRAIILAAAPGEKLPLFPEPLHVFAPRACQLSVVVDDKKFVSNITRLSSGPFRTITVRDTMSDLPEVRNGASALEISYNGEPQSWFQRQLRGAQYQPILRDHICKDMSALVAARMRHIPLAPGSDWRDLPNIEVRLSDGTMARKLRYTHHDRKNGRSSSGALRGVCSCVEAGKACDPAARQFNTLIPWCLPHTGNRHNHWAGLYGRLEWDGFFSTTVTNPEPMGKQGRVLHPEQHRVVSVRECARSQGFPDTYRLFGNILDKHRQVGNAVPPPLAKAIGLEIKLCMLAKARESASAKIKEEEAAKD
* = called active by the depositor; i = inactive; nt = not tested or not shown. No enrichment for hits, and some 3.8% of all compounds hit somewhere here.

compound	Rin1 Abl inh	LMPTP block	STEP block	Rpn11 block	SUMO1 PPI mod	Scp1 inh	CSN deneddyl inh	NadD inh	Neddyl block	DNMT1 block
CSCCC(NS(=O)(=O)c1ccc(C)cc1)C(=O)N1CCN(S(=O)(=O)c2ccc(F)cc2)CC1 (stereo not given)	3	0.9	-1	i	1	-3	3	-3	i	-5
Cc1ccc(Cl)cc1NC(=O)CN1C(=O)NC2(CCCCCC2)C1=O	-1	-0.1	-1	i	-3	-8	-4	-8	i	-3
CCOC(=O)C(C)Sc1nnc(Cc2cc(=O)[nH]c(=O)[nH]2)n1-c1ccc(Cl)cc1 (stereo not given)	0	-1.4	2	i	4	-6	-13	4	i	4
CCCCn1c(=O)c(CCC(=O)OC(C)C(=O)Nc2cccc(Cl)c2Cl)nc2ccccc21 (stereo not given)	0	3.0	2	i	-5	-15	-1	-7	i	1
Cn1cnc2cc(NC(=O)c3ccco3)ccc21	2	0.0	1	i	-1	-5	0	-5	i	1
CCN(CC)S(=O)(=O)c1ccc(C)c(NC(=O)COc2ccc(Cl)cc2Br)c1	2	-0.5	-1	i	3	-6	0	1	i	4
O=C(COC(=O)Cc1c[nH]c2ccccc12)Nc1cccc(Br)c1	-2	5.8	0	i	3	nt	-3	-5	i	-10
COc1ccccc1CCNS(=O)(=O)c1cn(C)c(=O)n(C)c1=O	-2	-0.1	2	i	0	-7	-1	2	i	2
CCOC(=O)c1[nH]c2ccc(Br)cc2c1NC(=O)CCN1CCN(C(=O)OCC)CC1	-7	0.5	-2	i	-6	3	-6	-1	i	-7
O=C1CC(c2ccccc2)=NO1	2	-0.1	-2	i	-2	2	4	1	i	-1

Record cards, from the list above. Screens in order: Rin1 Abl inh | LMPTP block | STEP block | Rpn11 block | SUMO1 PPI mod | Scp1 inh | CSN deneddyl inh | NadD inh | Neddyl block | DNMT1 block
`CCOC(=O)C(C)Sc1nnc(Cc2cc(=O)[nH]c(=O)[nH]2)n1-c1ccc(Cl)cc1` (stereo not given) in the list: 0 | -1.4 | 2 | i | 4 | -6 | -13 | 4 | i | 4
`Cn1cnc2cc(NC(=O)c3ccco3)ccc21` in the list: 2 | 0.0 | 1 | i | -1 | -5 | 0 | -5 | i | 1
`CCN(CC)S(=O)(=O)c1ccc(C)c(NC(=O)COc2ccc(Cl)cc2Br)c1` in the list: 2 | -0.5 | -1 | i | 3 | -6 | 0 | 1 | i | 4

Going on with the list.
compound	Rin1 Abl inh	LMPTP block	STEP block	Rpn11 block	SUMO1 PPI mod	Scp1 inh	CSN deneddyl inh	NadD inh	Neddyl block	DNMT1 block
COc1cc(/C=C2\SC(=O)N(CCNC(=O)c3c(C)noc3C)C2=O)cc(OC)c1OC	-2	2.6	-3	i	-33	2	5	1	i	-4
CCC(CC)NC(=O)c1ccc(Cl)cc1	-1	-0.4	0	i	2	-7	-5	-21	i	5
CCOc1ccccc1N(CC(=O)NC1CCCC1)C(=O)CNC(=O)c1cccs1	0	1.4	0	i	-6	0	2	-3	i	1
CCN(CC)S(=O)(=O)c1cc(C(=O)Nc2cc(C)on2)ccc1Cl	0	-0.6	4	i	-1	1	0	-3	i	2
CCCN(CCC)S(=O)(=O)c1cc(Br)cc2c1N(C(=O)CC)CC2	-2	0.3	1	i	4	-2	3	-3	i	0
O=C(c1ccc(S(=O)(=O)c2ccc(F)cc2)c([N+](=O)[O-])c1)N1CCCCCC1	1	-0.8	0	i	-21	-10	-6	-4	i	11
CCOC(=O)C1CCCN(CC(=O)Nc2c(C(=O)OC)[nH]c3ccc(Br)cc23)C1 (stereo not given)	-13	-0.6	0	i	-11	3	-1	-2	i	-8
CCc1ccccc1NC(=O)CN(C)C(=O)CSc1nn(-c2ccc(F)cc2)c(=S)s1	-3	-1.2	1	i	2	-13	3	-3	i	-5
COc1cccc(C2CC(c3ccc(C)cc3)Nc3nc(N)nn32)c1 (stereo not given)	0	0.5	0	i	4	-4	-5	6	i	2
CCOC(=O)/C(=C\c1ccc(Cl)cc1)c1nc2sc(C)c(C)c2c(=O)[nH]1	2	2.9	2	i	3	-8	3	5	i	-6
Cc1ccc(C(=O)N/N=C(\CC(C)C)c2ccccc2)cc1	-5	0.4	-1	i	0	9	-3	3	i	4
CCNC(=S)Nc1ccc(Cl)cc1	-6	-0.9	0	i	-1	-8	-16	-1	i	-3
COc1ccc(CNC(=O)CN2C(=O)NC(C)(c3ccc(C(C)(C)C)cc3)C2=O)cc1 (stereo not given)	-2	1.7	0	i	-2	-15	4	-5	i	-2
O=C(NCc1ccccc1)c1ccc2nnsc2c1	nt	-0.1	0	i	-8	-6	3	0	i	2
COc1ccc(-n2cc(C#N)c(=O)n(Cc3ccc(F)cc3)c2=O)cc1	-2	0.0	-2	i	1	-4	-12	3	i	1
COCCNc1ccc([N+](=O)[O-])cc1C(=O)NC1CCCc2ccccc21 (stereo not given)	-2	2.1	1	i	-30	-7	4	-5	i	-3
O=C(O)c1ccc([N+](=O)[O-])c(CS(=O)(=O)c2ccc(Cl)cc2)c1	-2	-0.8	-1	i	0	66*	-3	-5	i	-1
CCN(CC)S(=O)(=O)c1ccc(NS(=O)(=O)CC23CCC(CC2=O)C3(C)C)cc1 (stereo not given)	-1	-1.2	0	i	0	0	0	0	i	-1
C(=N\c1c(-c2ccccc2)nc2n1CCS2)/c1ccccc1	-2	0.5	2	i	-11	-2	-4	5	i	-8
CC(C)c1ccc(OCC(=O)NNC(=S)NC(=O)c2cccs2)c(Br)c1	-3	-1.6	6	i	7	0	-2	25*	i	3
O=S(=O)(NCC(c1cccnc1)N1CCN(Cc2ccccc2)CC1)c1ccccc1 (stereo not given)	-2	0.0	-2	i	-4	-4	-2	2	i	-6
NNC(=O)COc1ccc2oc3c(c2c1)CCCC3	-1	-0.5	-3	i	3	-2	0	7	i	0
Fc1ccc(-c2nc3c4ccccc4ccn3c2Cc2ccsc2)cc1	-2	1.8	-2	i	1	nt	6	1	i	-6
COc1ccc(S(=O)(=O)N2CCc3ccccc32)cc1C(=O)NC1(C)CCS(=O)(=O)C1 (stereo not given)	5	-8.4	-1	i	-29	-5	-2	10	i	-3
CCCCc1nc2cc(C(=O)N3CCCC(OCCC)C3)ccc2o1 (stereo not given)	1	0.4	5	i	3	-5	4	-3	i	1
O=C(Nc1ccsc1C(=O)O)c1ccccc1Cl	-1	4.7	0	i	5	-10	0	-10	i	0
Cc1ccccc1NC(=O)c1cccc(N2C(=O)C3CCCCC3C2=O)c1 (stereo not given)	3	-1.8	0	i	-2	2	6	0	i	-1
O=C(Cc1cscn1)c1ccc(O)cc1O	0	-0.3	4	i	-3	-4	6	2	i	0
Cc1cc(=O)[nH]c(SCC(=O)Nc2ccc(C(=O)O)cc2)n1	-4	-0.4	-1	i	1	-2	-2	-1	i	1
CNC(=O)c1ccc(Nc2nnc(-c3ccc(C(N)=O)cc3)c3ccccc23)cc1	2	1.3	-2	i	5	6	0	-4	i	-8
CC1CCCC(C)N1C(=O)COc1ccc([N+](=O)[O-])cc1Cl (stereo not given)	-1	0.4	0	i	-22	-1	3	2	i	1
COc1cccc(/C=N/Nc2nn3cnnc3c3ccccc23)c1O	-2	2.9	1	i	3	4	6	-2	i	5
CN1C(=O)/C(=C2\SC(N)=NC2=O)c2ccccc21	-12	4.4	5	i	-20	0	-3	-5	i	8
COc1ccc(NC(=S)NC23CN4CN(CN(C4)C2)C3)c(OC)c1	1	-4.1	-6	i	1	-13	3	-4	i	-5
CCOc1ccc(C(=O)N2CCn3c2nc2ccccc23)cc1	2	-0.9	5	i	-1	-7	-1	0	i	4
O=C(COC(=O)CC12CC3CC(CC(Br)(C3)C1)C2)NC(=O)NCc1ccco1	0	3.4	1	i	-3	0	-2	-3	i	-3
CC1(C)Cc2c(sc(NC(=O)c3ccccc3Cl)c2C(=O)O)CO1	-4	0.0	0	i	8	-9	3	2	i	-3
Cn1c(=O)cc(SCC(=O)NCC2CCCO2)c2ccc(Cl)cc21 (stereo not given)	-138	0.6	-2	i	1	-3	-3	-2	i	-2
CCC(C)NC(=O)Cn1c(=O)sc2ccccc21 (stereo not given)	3	-0.5	-2	i	-2	-13	0	-2	i	-1
COc1ccc(-c2csc(NC(=O)CC(C)C)n2)cc1	3	1.0	0	i	-4	8	3	-4	i	4
NS(=O)(=O)c1ccc(NC(=O)C2C3C=CC(C3)C2C(=O)O)cc1 (stereo not given)	5	-0.3	-1	i	0	3	0	1	i	3
CCC(C(=O)NC1CCCCC1)n1c(SCc2cccc(C)c2)nc2ccncc21 (stereo not given)	-6	2.1	-3	i	5	-1	6	-1	i	-4
CCN(Cc1ccccc1)S(=O)(=O)c1cn(C)cn1	-1	0.8	-4	i	1	1	1	2	i	-1
COC(=O)COc1ccccc1C(=O)Nc1ccc(OC)cc1	2	-0.5	-2	i	-2	-5	-5	-5	i	1
Cc1nonc1NC(=O)c1ccc(Cl)c(S(=O)(=O)N2CCCCC2)c1	0	0.4	3	i	6	-2	2	8	i	-1
O=c1cc(-c2ccccc2)oc2c1CCCC2	0	-1.1	-2	i	0	nt	0	7	i	4
C=CCOc1c(CNC2CCCC2)cc(Cl)cc1OC	-2	0.3	0	i	-5	-11	1	-3	i	0
CCOC(=O)c1ccc(NS(=O)(=O)c2cc3c4c(c2)CCN4C(=O)CC3)cc1	0	0.8	1	i	2	-4	-2	6	i	2
O=C(c1cn(Cc2ccccc2)nc1-c1cccnc1)N1CCN(Cc2c(F)cccc2Cl)CC1	-2	0.8	-1	i	-6	-3	2	-2	i	-2
O=C1NC[C@H](CCCCN2CCN(CCc3ccccc3)C(=O)C2=O)N(Cc2ccccc2)C1=O	nt	-0.7	nt	nt	-2	nt	-1	6	i	nt

Remaining list, next part:
compound	Rin1 Abl inh	LMPTP block	STEP block	Rpn11 block	SUMO1 PPI mod	Scp1 inh	CSN deneddyl inh	NadD inh	Neddyl block	DNMT1 block
CO/N=C/c1cc([N+](=O)[O-])ccc1Sc1ccc(C)cc1	0	3.5	2	i	-9	-5	-1	11	i	-3
CC(C)C(c1nnnn1Cc1cccs1)N1CCN(C(=O)c2ccco2)CC1 (stereo not given)	6	0.5	1	i	-3	1	6	-4	i	-3
CC1Cc2ccccc2N1C(=O)COc1cccc(-n2cnnn2)c1 (stereo not given)	-2	-0.3	-3	i	1	-5	1	-3	i	-6
CC(C)C[C@H](NC(=O)NCc1ccc(Cl)cc1)C(=O)O	-3	-3.0	-2	i	0	6	0	2	i	3
Cc1cccc(C)c1NC(=O)CS(=O)CC(=O)NCC1OCCc2ccccc21 (stereo not given)	4	0.2	-2	i	0	3	11	0	i	10
O=C1C(c2ccc(F)cc2)N(C2CCCCC2)C(=O)CN1C1CCCC1 (stereo not given)	0	0.9	2	i	3	-2	3	3	i	3
